# From PubChem
# Myeloid diff 2: promotes myeloid progenitor differentiation; calls only at 10 µM; AID 624256; ER-HoxA9 myeloid progenitors, lysozyme-GFP differentiation, flow cytometry; 360,000 compounds, 1% hits;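 active = normalized GFP-positive differentiation at or above the plate's own cutoff, the solvent-only control mean plus 3 SD; inconclusive = no clear call, values can overlap the other calls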;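 note: cells exposed to compound for four days before flow analysis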
# Myeloid diff 2 GFP+ MAC1+ %: recorded beside Myeloid diff 2, whose call it bears; GFP+ MAC1+ double positive, %; measured here: differentiation confirmed by MAC1 staining
# * = called active by the depositor; i = inactive; u = inconclusive; x = not tested or not shown.
SMILES,Myeloid diff 2,Myeloid diff 2 GFP+ MAC1+ %
CN(C(=O)c1ccc(NC(=O)Cc2ccc(NC(=O)C3CCN(C(=O)C4CCC4)CC3)cc2)cc1)C1CCCC1,i,0.3
Cc1ccc(S(=O)(=O)/N=C2\C=C(NS(=O)(=O)c3ccc(C)cc3)C(=O)c3ccccc32)cc1,i,0.4
COc1ccc(CC(=O)N2CCC(C)(C(=O)NS(=O)(=O)C3CC3)C2)cc1OC (centres undefined),i,0.7
O=C(Nc1ccc2c(c1)CN(C(=O)Nc1ccc(F)cc1)CC2)c1ccccn1,i,2.6
CCCCNCCS(=O)(=O)NCc1ccccc1OC,i,1.7
Cn1c(=O)c2c(ncn2CC(=O)O)n(C)c1=O,i,2.0
COC(=O)/C=C1\OCc2cccc(C)c21,i,2.3
Cc1cccc(C)c1NC(=O)CNC(=O)c1ccc(N2CCOCC2)c([N+](=O)[O-])c1,i,1.2
COc1cccc(CN(C)C(=O)c2ccc(S(=O)(=O)Nc3cccc(C)c3C)cc2)c1OC,i,0.6
CC(=O)Nc1cccc(-c2ccnc3c2CC(C(=O)Nc2cccc(NS(C)(=O)=O)c2)O3)c1 (centres undefined),i,1.0

# Two records drawn at random from those above, as already listed:
SMILES,Myeloid diff 2,Myeloid diff 2 GFP+ MAC1+ %
CC(=O)Nc1cccc(-c2ccnc3c2CC(C(=O)Nc2cccc(NS(C)(=O)=O)c2)O3)c1 (centres undefined),i,1.0
COc1cccc(CN(C)C(=O)c2ccc(S(=O)(=O)Nc3cccc(C)c3C)cc2)c1OC,i,0.6

# More entries.
SMILES,Myeloid diff 2,Myeloid diff 2 GFP+ MAC1+ %
CCN(CCN(C)C)C(=O)c1ccc2nc(C)c(N(C)C(=O)CCc3ccccc3)n2c1,i,1.0
O=C1NC[C@H](CCCCN2C[C@H](Cc3ccc(O)cc3)N(CCc3ccccc3)C(=O)C2=O)N(CCc2ccc(O)cc2)C1=O,i,0.9
O=c1[nH]nc(-c2n[nH]c(=O)o2)o1,i,1.2
CCCNC(=O)C1(C)CCN(Cc2cc(-c3ccccc3)on2)C1 (centres undefined),i,1.2
CC(C)CC1C(=O)N(Cc2cn(CCC3OCCCO3)nn2)CCS(=O)(=O)N1Cc1ccc(-c2ccccc2)cc1 (centres undefined),i,1.9
CCOC(=O)N1CCN(C(=O)C[C@@H]2C[C@@]3(C(=O)OCC)CCC=C3N(Cc3ccccc3)C2=O)CC1,i,0.9
FC(F)(F)c1ccccc1Cc1c(-c2ccc(Cl)cc2)nc2ccc(Br)cn12,i,0.7
COc1cccc(CN(C)CC(=O)N2CCN(S(=O)(=O)c3ccccc3)CC2)c1,i,0.9
CCC1(c2ccccc2)CN(C)C1=O (centres undefined),i,0.4
CC(C)(C)c1cc2nc(NCc3cccc(Cl)c3)ccn2n1,i,0.8
CCCC#Cc1ccc2c(c1)O[C@H](CN(C)C(=O)CC1CC1)[C@H](C)CN([C@@H](C)CO)S2(=O)=O,i,0.8
CCCCn1nnnc1C1(C)CCC(=O)N1Cc1ccco1 (centres undefined),i,0.6
NC(=O)c1ccsc1NC(=O)CCS(=O)(=O)c1ccc(Cl)cc1,i,1.6
COc1ccc(C2CC(=O)Oc3cc(OC)ccc32)cc1 (centres undefined),i,0.3
Cc1ccc(NC(=O)CCC(=O)c2ccccc2)cc1,i,0.2
COc1ccc(C2=Nc3ccccc3N(C(=O)c3ccc4ncccc4c3)C2C(=O)NC2CCCC2)cc1 (centres undefined),i,3.1
CCNC(=O)C1CCCN(Cc2ccc(OCc3ccccc3)cc2)CC1 (centres undefined),i,1.6
O=C1Nc2ccccc2-n2nnnc2C1N1CCN(c2cccc(C(F)(F)F)n2)CC1 (centres undefined),i,1.4
O=C1C=CC(=O)N1Cc1ccncc1,i,0.5
C[C@@H]1CN([C@H](C)CO)C(=O)CCCn2cc(nn2)CO[C@H]1CN(C)S(=O)(=O)c1ccc(Oc2ccccc2)nc1,i,0.7
CCCCn1c(N)c(N(CCC(C)C)C(=O)COC(=O)c2cccnc2SC)c(=O)[nH]c1=O,i,0.9
O=C(Nc1ccccc1N1CCCCC1)c1ccc([N+](=O)[O-])o1,i,2.3
COc1cccc(CNC(=O)CN2C(=O)NC(c3ccccc3)(c3ccccc3)C2=O)c1,i,1.2
COc1ccc(NC(=O)CN(C)CC(=O)Nc2cccc3ccccc23)c(OC)c1,i,1.3
C=C(C)Cn1c2ccc(NC(=O)NCCc3cccs3)cc2c(=O)n1C,i,1.4
CSc1ccc(Cl)c(C(=O)OCC(=O)N2CCN(c3ccccc3)CC2)c1,i,0.4
CSc1ccccc1CNc1nc(NCC2CC2)nc2ccsc12,u,x
CC(=O)Nc1sc(C)c(C)c1C(=O)OCC(=O)N(CCC#N)c1cc(C)cc(C)c1,i,0.2
CC(=O)NCCNc1nc(NCc2cccs2)nc2ccsc12,i,0.8
Cc1cccc(C)c1-n1nnnc1C(c1ccnc2ccccc12)N1CCN(C/C=C/c2ccccc2)CC1 (centres undefined),i,1.5
Cc1ccc(C(=O)N2[C@@H]3CN(C)C(=O)[C@@]2(C)[C@H]2C(=O)N(Cc4ccccc4)C(=O)[C@@H]32)cc1,i,0.8
Cc1ccccc1-c1cnc(C(O)c2ccc(F)cc2C)[nH]1 (centres undefined),i,1.6
CNC(=O)OCc1cocc1COC(=O)NC,i,0.8
Cc1cccc(C)c1NC(=O)C(c1ccccc1)N1CCC(c2ccccc2)CC1 (centres undefined),i,2.9
O=C(Cc1ccccc1)NCC(=O)N1CCN(c2ccc(F)cc2)CC1,i,1.6
COc1ccc(N2CCN(C(=O)c3ccc(CS(=O)c4cccc(Cl)c4)o3)CC2)cc1 (centres undefined),i,0.9
O=C1c2ccccc2C(=O)N1CCCCNc1ccccc1,i,2.6
CC(=O)C(Cc1ccccc1)NC(=O)COC(=O)c1cc(S(=O)(=O)N2CCOCC2)ccc1F (centres undefined),i,1.0
CCN1C[C@@H]2[C@@H]3C(=O)N(C)C(=O)[C@@H]3[C@](C)(C1=O)N2C(=O)c1ccc(C)cc1,i,1.5
Nc1ccccc1C(=O)N1O[C@@H]2C=C[C@H]1CC2,i,1.9
COc1ccc(CCN2CC(C(=O)OC(C)C(=O)Nc3ccc(NC(C)=O)cc3)CC2=O)cc1OC (centres undefined),i,1.5
COC(=O)[C@]12CCCCC=C1N(Cc1ccco1)C(=O)[C@H](CC(=O)NCc1ccccc1)C2,i,1.2
CC(C)C[C@@H](CN)NC(=O)c1nc[nH]c1C(=O)N[C@@H](C)C(=O)CNC[C@H](C)NC(=O)c1nc[nH]c1C(=O)N[C@@H](CC(=O)O)C(=O)O,i,0.6
O=C(NCc1ccccc1)c1cccc(NC(=O)C2CCC2)c1,i,0.5
O=S(=O)(Nc1ccccc1)C1CCCCC1,i,0.7
O=C(O)C1CC2C3CC(C(=O)O)C(C3)C2C1 (centres undefined),i,0.7
O=C(NC1CCCCC1)C1c2ccccc2OCC(=O)N1Cc1ccc2c(c1)OCO2 (centres undefined),i,1.1
COc1cc(C(O)c2nc(-c3csc4ccccc34)cs2)ccc1F (centres undefined),i,0.5
Cc1c(C(=O)NCc2cccc(C(F)(F)F)c2)sc(=O)n1Cc1ccc(S(=O)(=O)N(C)C)cc1,i,7.4
Cc1ccc(S(=O)(=O)C[C@@H]2OC[C@H](CO)N2S(=O)(=O)c2ccc(C)cc2)cc1,i,1.3
# Next part:
SMILES,Myeloid diff 2,Myeloid diff 2 GFP+ MAC1+ %
O=C(NCCc1ccccc1F)C1CC(=O)N(c2ccc3c(c2)OCCO3)C1 (centres undefined),i,0.8
Nc1ncnc2c1ncn2[C@@H]1O[C@H](C(=O)NCc2ccc(OC(F)(F)F)cc2)[C@@H](O)[C@H]1O,i,0.9
O=C(Nc1ccc2c(c1)OCCO2)C1C(=O)Nc2ccccc2C(=O)N1C1CCCCC1 (centres undefined),i,2.6
C#CCN(C[C@@H]1[C@@H](OC(=O)NC2CC2)[C@@H](OC(=O)NC2CC2)Cn2c(=O)n(CCCCCC)c(=O)n21)S(=O)(=O)c1ccc(C)cc1,i,1.1
COc1cc(CN(C)c2ccc(S(=O)(=O)N3CCCC3)cn2)ccc1OC(F)F,i,1.1
CCCSc1nc(N)nc2c1ncn2C1OC(CO)C(O)C1O (centres undefined),i,1.3
Clc1ccc2c(c1)C1CC2CCN1Cc1ccccc1 (centres undefined),i,1.4
COC(=O)[C@]12CCCCC=C1N(Cc1ccccc1)C(=O)[C@H](CC(=O)N1CCOCC1)C2,i,0.6
COc1ccc(NC2CCCN(C(=O)C3=NNC(=O)CC3)C2)cc1 (centres undefined),i,0.2
CC(C)CC(C(=O)OCC(=O)N1CCN(c2ccccc2)CC1)N1C(=O)c2ccccc2C1=O (centres undefined),i,1.1

# A draw from above in order of count of non-hydrogen atoms, falling.
SMILES,Myeloid diff 2,Myeloid diff 2 GFP+ MAC1+ %
C#CCN(C[C@@H]1[C@@H](OC(=O)NC2CC2)[C@@H](OC(=O)NC2CC2)Cn2c(=O)n(CCCCCC)c(=O)n21)S(=O)(=O)c1ccc(C)cc1,i,1.1
CC(C)CC(C(=O)OCC(=O)N1CCN(c2ccccc2)CC1)N1C(=O)c2ccccc2C1=O (centres undefined),i,1.1
COC(=O)[C@]12CCCCC=C1N(Cc1ccccc1)C(=O)[C@H](CC(=O)N1CCOCC1)C2,i,0.6
O=C(NC1CCCCC1)C1c2ccccc2OCC(=O)N1Cc1ccc2c(c1)OCO2 (centres undefined),i,1.1
COc1cc(CN(C)c2ccc(S(=O)(=O)N3CCCC3)cn2)ccc1OC(F)F,i,1.1
O=C(NCCc1ccccc1F)C1CC(=O)N(c2ccc3c(c2)OCCO3)C1 (centres undefined),i,0.8
COc1cc(C(O)c2nc(-c3csc4ccccc34)cs2)ccc1F (centres undefined),i,0.5
COc1ccc(NC2CCCN(C(=O)C3=NNC(=O)CC3)C2)cc1 (centres undefined),i,0.2
CCCSc1nc(N)nc2c1ncn2C1OC(CO)C(O)C1O (centres undefined),i,1.3
Clc1ccc2c(c1)C1CC2CCN1Cc1ccccc1 (centres undefined),i,1.4
O=S(=O)(Nc1ccccc1)C1CCCCC1,i,0.7

# More records:
SMILES,Myeloid diff 2,Myeloid diff 2 GFP+ MAC1+ %
CC(C)(C)C(c1nc2ccccc2[nH]1)n1c(-c2ccsc2)nc2ccccc21 (centres undefined),i,1.6
COC(=O)[C@@]1(Cc2ccc(OC)cc2)[C@H]2c3cc(C(=O)N4CCCC4)n(Cc4ccccn4)c3C[C@H]2CN1C(=O)c1ccccc1,i,0.8
Cc1nc2ccc(C(=O)N(C)Cc3ccccc3)cn2c1N(C)C(=O)CCc1ccccc1,i,1.0
CCOC(=O)C1(C)CCN1C(=O)c1ccc(OC)c(OC)c1 (centres undefined),i,1.3
CCCCNC(=O)c1nc(C2CCN(S(=O)(=O)c3ccc(S(C)(=O)=O)cc3)CC2)oc1-c1ccccc1,i,1.4
O=C1c2cccc3cccc(c23)C(c2nc3ccccc3[nH]2)N1C1CC1 (centres undefined),i,0.4
CN1CCN(C2CN(Cc3cn(Cc4ccc(F)cc4)nn3)S(=O)(=O)C2)CC1 (centres undefined),i,0.8
O=C(CCc1ccco1)CCc1ccco1,i,1.8
O=[N+]([O-])c1ccc2[nH]c(=S)sc2c1,i,0.7
CCCCC[C@H](O)/C=C/C1C(=O)C=C[C@H]1C/C=C\CCCC(=O)OC (some centres undefined),i,0.9
O=C(OCc1ccccc1)N1CCC2CC1c1cc(/C=C/CCCSc3ncccn3)ccc12 (centres undefined),i,0.6
CC1=CC2(C)NC(=O)C(C)C12 (centres undefined),i,0.7
CC(=O)c1cc2c(cc1NC(=O)c1ccc(-n3nc(C)cc3C)cc1)OCO2,i,1.1
O=S(=O)(CC=CCS(=O)(=O)c1ccccc1)c1ccccc1,i,0.9
COC(=O)[C@]12CCCCC=C1N(Cc1ccc3c(c1)OCO3)C(=O)[C@H](CC(=O)NCC13CC4CC(CC(C4)C1)C3)C2,i,2.0
COc1ccc(CC(N)c2csc(NC(=O)CCc3ccccc3)n2)cc1 (centres undefined),i,0.2
NN=C(NN=Cc1ccccc1)c1ccccc1,i,1.0
O=C(COC(=O)C1CC1)Nc1cccc(Cl)c1,i,2.8
OCc1ccccc1-c1cccc2nccn12,i,0.9
CCOC(=O)[C@]12CCC=C1N(CCC1=CCCCC1)C(=O)[C@H](CC(=O)NCc1cccc(C(F)(F)F)c1)C2,i,0.3
O=C1NC(=S)SC1=Cc1ccc2c(c1)OCO2,i,1.1
O=C(O)c1ccc(S(=O)(=O)NN=Cc2c[nH]c3ccccc23)cc1,i,1.6
O=C1C(=O)C(Cl)=C(Cl)C(Cl)=C1Cl,i,0.7
Cc1cn(CC(=O)NCc2ccc3c(c2)OCO3)c(=O)[nH]c1=O,i,1.4
O=C(Nc1ccc(F)c(Cl)c1)c1cc(C2CCCCN2C(=O)c2ccccc2)on1 (centres undefined),i,0.6
CC1C(=O)N(Cc2cn(CCC3OCCCO3)nn2)CCS(=O)(=O)N1Cc1ccc(-c2ccncc2)cc1 (centres undefined),i,0.6
CC(C)NC(=O)N(C)C[C@H]1OCCCC[C@H](C)Oc2ccc(NS(=O)(=O)c3ccccc3)cc2C(=O)N([C@H](C)CO)C[C@H]1C,i,1.0
NC(=O)c1nnn(Cc2cc(Cl)c(C(=O)c3ccc(Cl)cc3)c(Cl)c2)c1N,i,3.5
O=C(NNC(=O)C(c1ccccc1)c1ccccc1)c1ccccc1O,i,0.7
CCOC(=O)N1C2CCC(C2)N1C(=O)OCC,i,0.4
CCCCNC(=O)c1nc(-c2cccc(C(F)(F)F)c2)oc1-c1ccc(OC(F)(F)F)cc1,i,2.2
FC(F)(F)c1ccccc1Cc1c(C2CCCCC2)nc2ccc(Cl)cn12,i,0.4
Oc1cccc(CN2CCOCC2)c1O,i,0.6
CC1=C(C(=O)N2CCCCCC2)CC(CC(=O)NCCN2CCOCC2)C(=O)N1CCCN1CCCC1=O (centres undefined),i,1.3
COCCNC(=O)C1(C)CCCN(Cc2csc(-c3ccc(Cl)cc3)n2)C1 (centres undefined),i,0.3
CC1(C(=O)Nc2ccc(Cl)c(Cl)c2)CCN1CCc1ccccc1 (centres undefined),i,0.6
COc1ccc(OC)c(NC(=O)C2(C)CCN2C(C)C)c1 (centres undefined),i,1.5
CC(C)(C)n1nnnc1C(c1cccs1)N1CCN(C/C=C/c2ccccc2)CC1 (centres undefined),i,1.0

# Not all compounds are listed, so the mix of outcomes need not match the whole.
